KCNQ2 block: KCNQ2 potassium channel inhibitors, primary screen, cell-based, CHO-K1, FluxOR thallium flux, B-score (AID 2156); Potassium voltage-gated channel subfamily KQT member 2 (Rattus norvegicus), O88943; 20 min; stronger effect = lower value; B-score at 10 µM; 1.1% of 310,000 active;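 active = fluorescence ratio B-score at most minus 3 library SDs, with starting brightness B-score within 2 library SDs, cut at about -5.5 in these data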
Kir21 block: inhibitors of mouse Kir2.1 inward-rectifier potassium channel; HEK293-Kir2.1, FluxOR thallium flux fluorescence; stronger effect = lower value; Inward rectifier potassium channel 2 (Mus musculus), P35561; B-score at 10 µM; AID 1672, 2009; 0.85% of 310,000 active;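 active = fluorescence ratio B-score at or below minus 3 SD of library scores, with starting-brightness B-score within 2 SD, cut at about -4.2 in these data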;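 note: channel flux triggered by added potassium and thallium sulfate stimulus; B-score of peak minus minimum fluorescence over baseline after thallium stimulus; more negative B-score means stronger Kir2.1 block with less thallium influx; some compounds called inactive have numbers as strong as hits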
Target sequence (P35561 whole entry, looked up): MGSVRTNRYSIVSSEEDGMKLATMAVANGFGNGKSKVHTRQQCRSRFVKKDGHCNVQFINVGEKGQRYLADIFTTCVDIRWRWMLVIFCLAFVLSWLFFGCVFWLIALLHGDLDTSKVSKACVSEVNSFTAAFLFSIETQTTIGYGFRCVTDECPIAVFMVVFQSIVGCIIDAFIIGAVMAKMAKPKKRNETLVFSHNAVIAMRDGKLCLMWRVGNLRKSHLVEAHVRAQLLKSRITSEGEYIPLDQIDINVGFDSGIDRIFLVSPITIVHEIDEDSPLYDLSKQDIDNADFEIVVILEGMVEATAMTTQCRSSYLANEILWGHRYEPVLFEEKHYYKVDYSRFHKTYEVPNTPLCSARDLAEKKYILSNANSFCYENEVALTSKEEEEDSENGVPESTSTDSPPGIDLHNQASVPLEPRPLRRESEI
Numbers without * were called inactive; i = inactive.

structure	KCNQ2 block	Kir21 block
COc1ccc(OC)c(C2/C(=C(/O)c3ccc(C)cc3)C(=O)C(=O)N2Cc2ccco2)c1 (stereo unspecified)	i	1.9
CCn1nc(C)cc1C(=O)N1CCCC(C(=O)c2ccc3ccccc3c2)C1 (stereo unspecified)	i	0.66
Cc1cccc(-n2ncc3c2CCCC3NC(=O)CC(F)(F)F)c1C (stereo unspecified)	i	1.8
CCc1ccc2oc(=O)cc(CN3CCCCC3C)c2c1 (stereo unspecified)	i	1.3
O=c1cc(-c2ccco2)oc2ccc(Cl)cc12	i	0.13
CCOc1ccc(C(=O)Nc2ccccc2C#N)cc1[N+](=O)[O-]	i	0.11
Cc1ccccc1NS(=O)(=O)c1cccc(-c2nnc(-c3ccccc3)o2)c1	i	-0.82
CCC1CCCCN1C(=O)COc1c(Br)cc(Br)c2cccnc12 (stereo unspecified)	-7.8*	0.69
COc1ccc(/C=N/NC(=O)CN(C2=NS(=O)(=O)c3ccccc32)c2ccccc2)cc1OC	i	0.04
CCO[C@H]1OC(C(=O)NCc2nc3ccccc3[nH]2)=C[C@@H](c2ccc3c(c2)OCO3)[C@@H]1CCCO	i	1
O=C(Oc1ccc(N(C(=O)c2ccncc2)S(=O)(=O)c2ccc(Cl)cc2)cc1)c1ccncc1	i	-1.6
COc1ccc(NC2CCCN(C(=O)c3ccc(C(C)=O)cc3)C2)cc1 (stereo unspecified)	i	1.5
Cc1ccc(NC(=O)/C(=C/c2ccc([N+](=O)[O-])cc2)NC(=O)c2ccccc2)cc1	i	1.5
COc1ccc(-c2cn3cccnc3n2)cc1	i	-0.01
CCOc1ccc(C(=O)NCC(=O)OCC(=O)Nc2ccccc2OC)cc1	i	0.48

No new results follow: 3 of the compounds above.
structure	KCNQ2 block	Kir21 block
COc1ccc(OC)c(C2/C(=C(/O)c3ccc(C)cc3)C(=O)C(=O)N2Cc2ccco2)c1 (stereo unspecified)	i	1.9
CCn1nc(C)cc1C(=O)N1CCCC(C(=O)c2ccc3ccccc3c2)C1 (stereo unspecified)	i	0.66
Cc1cccc(-n2ncc3c2CCCC3NC(=O)CC(F)(F)F)c1C (stereo unspecified)	i	1.8

Following part.
structure	KCNQ2 block	Kir21 block
COc1ccccc1NC(=S)NCc1ccc(S(N)(=O)=O)cc1	i	0.49
O=C(CS(=O)(=O)Cc1ccccc1)Nc1nnc(C2CCCCC2)s1	i	-0.01
COc1ccc2nc(C)cc(N3CCC(C(N)=O)CC3)c2c1	i	-1.6
O=C(NCCCNC(=O)c1ccccc1F)c1ccco1	i	-0.5
Cc1nc2ccc(NC(=O)N3CCN(c4ccccn4)CC3)cc2s1	i	-0.54
O=C(CN1CCCCC1)NNC(=O)c1cccc(Br)c1	i	0.37
CC1CCN(S(=O)(=O)c2ccc(NC(=O)CN3C(=O)NC(C)(c4ccccc4)C3=O)cc2)CC1 (stereo unspecified)	i	0.98
CCOc1nc(C)ccc1-c1noc(-c2ccccc2OC)n1	i	-0.9
CCOc1ccc(-n2c(-c3ccco3)n[nH]c2=S)cc1	i	-0.47
Cc1ccc(N(CC(=O)Nc2cccc(N(C)S(C)(=O)=O)c2)S(C)(=O)=O)cc1	i	-0.03
CCCC(C1=C(O)CC(C)(C)CC1=O)C1C(=O)CC(C)(C)CC1=O (stereo unspecified)	i	-1
COc1cc(/C=C/c2ccc3cccc(O)c3n2)ccc1O	i	-1.5
COc1ccc(CNC(=O)CCNS(=O)(=O)c2ccc(Br)s2)cc1	i	-0.94
CCOC(=O)[C@@H]1[C@H]2COc3cc(OC)ccc3[C@@H]2N2C(=O)N(c3cccc(Cl)c3)C(=O)[C@@]12C	i	-0.19
Cc1ccc(-c2nc(Nc3ccc(N4CCOCC4)cc3)c3ccccc3n2)cc1	i	-0.39
CCO[C@@H]1OC(C(=O)N2CCN(Cc3ccc4c(c3)OCO4)CC2)=C[C@H](c2csc3ccccc23)[C@H]1CCCO	i	1.1
CC(=O)N1CCCc2cc(S(=O)(=O)N3CCN(c4ccccn4)CC3)ccc21	i	-0.11
CC(C)NC(=O)NC(=O)COC(=O)c1c2c(nc3ccccc13)CCC2	i	-1.7
CCOC(=O)C1Nc2ccc(C(=O)O)cc2C2C=CCC12 (stereo unspecified)	i	-0.03
COc1ccccc1NC(=O)NS(=O)(=O)c1ccc(C)cc1	i	-0.12
CN(C)CCCN(CCCNC(=O)/C=N/O)Cc1ccccc1	i	-1.5
Cc1ccc2[nH]c(CNC(=O)c3ccccc3F)cc2c1	i	0.95
Cc1nc(CNC(=O)C2CCC(=O)N(Cc3cccc(F)c3)C2)sc1C (stereo unspecified)	i	-0.51
CCc1ccccc1NC(=O)COc1ccc(C(=S)N2CCCC2)cc1	i	-3.5
COc1ccc(-c2ccnc3c(C#N)cnn23)cc1	i	-0.27
CCOc1ccc(CCNC(=O)c2ccc(=O)[nH]c2)cc1OCC	i	-1
O=C1c2cccc3cc(Br)cc(c23)C(=O)N1Nc1ccc(Br)cc1	i	-0.73
CC1(C)CC(=O)C=C(NC2CCCCCC2)C1	i	-2
COc1ccc(S(=O)(=O)NC(C)C(=O)NCc2ccncc2)cc1C (stereo unspecified)	i	-1.1
CCNC(=O)C/C(C)=N/NC(=O)C12CC3CC(CC(C3)C1)C2	i	-0.95

By substructure: the compounds so far containing a furan ring, fused or not.
structure	KCNQ2 block	Kir21 block
COc1ccc(OC)c(C2/C(=C(/O)c3ccc(C)cc3)C(=O)C(=O)N2Cc2ccco2)c1 (stereo unspecified)	i	1.9
O=c1cc(-c2ccco2)oc2ccc(Cl)cc12	i	0.13
O=C(NCCCNC(=O)c1ccccc1F)c1ccco1	i	-0.5
CCOc1ccc(-n2c(-c3ccco3)n[nH]c2=S)cc1	i	-0.47

The listing continues.
structure	KCNQ2 block	Kir21 block
N#CC(=C1SC=CS1)c1nc(-c2ccccc2)cs1	i	-0.28
COc1ccc(C(=O)NCCN=C2NS(=O)(=O)c3ccccc32)cc1	i	1.1
COc1ccc(-c2ccc(/C=N/N3C(=O)C4C5C=CC(C6CC56)C4C3=O)o2)c([N+](=O)[O-])c1 (stereo unspecified)	i	1.4
CN(C(=O)COC(=O)c1nc(Cl)c(Cl)c(Cl)c1Cl)C1CCS(=O)(=O)C1 (stereo unspecified)	i	-1.5
Cc1ccccc1NC(=O)c1c(-c2ccccc2)noc1C	-9.5*	-1.3
Cc1cc(C)c2c(CC(=O)NN(C)C)coc2c1	i	0.67
Cc1ccccc1-c1nc2sc(-c3ccccc3)cc2c(=O)o1	i	0
Cc1cc2c(OCC(O)CNCc3ccco3)cccc2[nH]1 (stereo unspecified)	i	-1.3
CCN1CCN(C(=S)Nc2cccc(C(F)(F)F)c2)CC1	i	-0.1
Cn1c(=O)oc2cc(S(=O)(=O)NCc3ccc(F)cc3)ccc21	i	0.22
COc1ccc(CNC(=O)COC(=O)CCn2c(C)csc2=O)cc1OC	i	-0.08
NC(=O)Cn1nnc(-c2ccc(NC(=O)c3ccc(F)cc3)cc2)n1	i	1.6
CC1CC(=O)Nc2ccccc2N1S(=O)(=O)c1ccc(C(F)(F)F)cc1 (stereo unspecified)	i	1.9
COc1cccc(CN2CC(C(=O)NCCC3=CCCCC3)CCC2=O)c1 (stereo unspecified)	i	-0.87
COc1ccc(C(=O)O/N=C(\N)c2ccc(Br)cc2)cc1	i	-0.13
Cc1ccsc1/C=N/NC(=O)CNC(=O)c1ccccc1	i	0.79
CC(=O)N1CCN(c2ccc(NC(=O)c3ccccc3C)cc2)CC1	i	0.24
COc1ccc(-c2cc(C(=O)Nc3ccc(Br)cc3)no2)cc1	i	-0.02
COc1ccc(/C=C(\NC(=O)c2ccco2)C(=O)NC(Cc2ccccc2)C(=O)O)cc1 (stereo unspecified)	i	2.2
C=CCN1C(=O)C(CC(=O)Nc2ccccc2)S/C1=N/c1nccs1 (stereo unspecified)	i	0.94
Cc1cccc(NC(=O)CSc2nc3ccccc3nc2N2CCCC2)c1C	i	0.16
CC(C)Cc1cc(C(=O)NCCN2CCOCC2)no1	i	0.88
COc1ccc(N2CCN(C(=O)[C@H](C)NC(=O)c3ccccc3Cl)CC2)cc1	i	0.32
CCCNC(=O)c1ccc(Cn2cc(C(F)(F)F)ccc2=O)cc1	i	-0.27
CCOC(=O)c1c(CN2CCCCC2C)oc2ccc(OC)cc12 (stereo unspecified)	i	-0.31
CC(C)CC(C(=O)NCc1ccccn1)N1C(=O)c2ccccc2C1=O (stereo unspecified)	i	0.24
Cc1nc(N2CCN(C(=O)c3ccco3)CC2)nc2c1C(=O)CCC2	i	1.1
O=C(N/C(=C/c1ccc(Br)cc1)C(=O)N1CCCC1)c1cccs1	i	-0.09
COc1ccc(CN2CCC(C)CC2)cc1OCc1ccccc1	i	0.01
COc1ccc(N(CC(=O)N2CCN(c3ccc(Cl)cc3)CC2)S(=O)(=O)c2c(C)noc2C)cc1	i	-0.97
Cc1onc(-c2ccccc2Cl)c1C(=O)Nc1ccc(F)c(F)c1	i	-0.76
C/C(=N\NC(=S)NCc1ccccc1)c1ccc(C(C)(C)C)cc1	i	0.46
COc1ccc(Cn2nnnc2C(c2ccc(C)cc2)N2CCN(C3CCCC3)CC2)cc1 (stereo unspecified)	i	-0.46
O=C(c1cccc([N+](=O)[O-])c1)N(c1ccccn1)c1ccccn1	i	-2.6
O=[N+]([O-])c1ccc(CSC2=NCCN2)cc1	i	0.98
COc1cccc(C(=O)CSc2nccn2C)c1	i	1.1
CCOC(=O)c1cccc(NS(=O)(=O)c2c(C(=O)N3CCCCCC3)c(C)n(C)c2C)c1	i	0.72
CCOc1ccc2cc(C#N)c(SCC(=O)N3CCOCC3)nc2c1	i	0.21
Cc1ccc(CN2C(=O)CCC2C(=O)NCC2CCCO2)cc1 (stereo unspecified)	i	1.4
Cc1cccc(NC(=S)NC(=O)/C=C/c2ccco2)n1	i	0.37
C=CCc1ccccc1OCC(O)CN1CCN(c2ccc(OC)cc2)CC1 (stereo unspecified)	i	-3.5
c1cc(CNc2ccc(N3CCOCC3)cc2)ccn1	i	-1.2
CC1(C)CC(C2N3CC4(C)CN2CC(C)(C3)C4=O)CCO1 (stereo unspecified)	i	0.52
O=C(CNCC1(N2CCOCC2)CCCCC1)Nc1ccc(Cl)cc1	i	-0.55
CCCN(CC1CC1)S(=O)(=O)c1ccc(S(N)(=O)=O)cc1	i	-1.6
Cc1onc(-c2c(F)cccc2Cl)c1C(=O)N1C=CC(C(F)(F)F)=NCC1	i	-1.1
COc1ccc(CN(Cc2ccco2)S(=O)(=O)c2ccc(S(=O)(=O)N3CCCC3)cc2)cc1	i	-1
C[C@H](NC(=O)[C@@H]1CCC(=O)N1Cc1ccco1)c1ccccc1	i	-1.4
CC1CCCCN1S(=O)(=O)c1ccc(C(=O)Nc2nnc(C3CC3)o2)cc1 (stereo unspecified)	i	1.6
NC(=O)CC(NC(=O)Cc1cccc2ccccc12)c1ccc(N2CCN(c3ccccn3)CC2)c([N+](=O)[O-])c1 (stereo unspecified)	i	0.19
COc1ccc(CC(=O)OC(C)CN2CCCC2)cc1 (stereo unspecified)	i	-0.12
COCCN(CCOC)S(=O)(=O)c1ccc(C(=O)Nc2sc3c(c2C(N)=O)CCCCC3)cc1	i	0.61
CCC(C)N(C)Cc1cccc(C2(O)CCN(S(=O)(=O)c3ccc(F)cc3)CC2)c1 (stereo unspecified)	i	-0.45
CC(=O)c1cccc(NC(=S)NC(=O)C(C)C)c1	i	-0.25
Cc1cc(NC(=S)NC(=O)CC(C)C)ccc1Br	i	1.5
CCN(CC)C(=O)/C(=C\c1ccncc1)NC(=O)c1ccccc1	i	1.7
N#CC1CCN(c2ncccc2[N+](=O)[O-])CC1	i	-0.72
O=C(NCc1ccccc1)c1ccc(F)c(F)c1	i	0.01
CC(C)NC(=O)CCc1nc2cccnc2n1-c1ccccc1	i	0.79
COCCCN(C(=O)CCOc1ccc(C)cc1)c1c(N)n(Cc2ccccc2)c(=O)[nH]c1=O	i	0.91

Remaining list, next part:
structure	KCNQ2 block	Kir21 block
Cc1ccc(N2CC(C(=O)N3CCC4(CC3)CC(=O)c3ccccc3O4)CC2=O)cc1C (stereo unspecified)	i	0.05
CC(C)(O)C1Cc2cc(/C=C/C(=O)O)c(O)cc2O1 (stereo unspecified)	i	-1.4
Cc1nnc(NC(=O)CSC2CCCCC2)s1	i	-0.38
COc1ccccc1CCCNC(=O)C1CCC(=O)N(CCN2CCOCC2)C1 (stereo unspecified)	i	0.01
CCCCc1c(C)nc2ccc(C)cc2c1SCCC(=O)O	i	-0.55
Cc1nn(Cc2ccccc2)c(Cl)c1/C=C/C(=O)OC(C)C(=O)N1CCCC1 (stereo unspecified)	i	-2.8
CC(=O)c1ccc(NC(=O)CSC(C)C)cc1	i	0.86
CC(=O)c1cccc(NS(=O)(=O)N2CCCCC2)c1	i	-1.7
CCOc1ccc(OCC)c(Nc2cc(C)nc3nc(C)nn23)c1	i	-0.09
O=C(O)c1ccccc1SC1CC(=O)N(C2CCCCC2)C1=O (stereo unspecified)	i	1.6
CN(C)c1ccc(C2CC(=O)C=C(Nc3ccccc3N)C2)cc1 (stereo unspecified)	i	-0.06
O=C(NCc1ccccn1)c1n[nH]c(=O)c2ccccc12	i	0.59

Bioassay records from PubChem BioAssay.
